Compound activity deposited in PubChem by several laboratories.
Rtt109 Vps75: C. albicans Rtt109 histone acetyltransferase inhibition | Q5AAJ8 | purified Rtt109/Vps75, ThioGlo CoA-SH fluorescence, 4 h | inhibition, % at 34.9 µM | 0.16% of 330,000 active | AID 540336;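 active = inhibition of at least 50% in every replicate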
Target sequence (Q5AAJ8 whole entry, looked up): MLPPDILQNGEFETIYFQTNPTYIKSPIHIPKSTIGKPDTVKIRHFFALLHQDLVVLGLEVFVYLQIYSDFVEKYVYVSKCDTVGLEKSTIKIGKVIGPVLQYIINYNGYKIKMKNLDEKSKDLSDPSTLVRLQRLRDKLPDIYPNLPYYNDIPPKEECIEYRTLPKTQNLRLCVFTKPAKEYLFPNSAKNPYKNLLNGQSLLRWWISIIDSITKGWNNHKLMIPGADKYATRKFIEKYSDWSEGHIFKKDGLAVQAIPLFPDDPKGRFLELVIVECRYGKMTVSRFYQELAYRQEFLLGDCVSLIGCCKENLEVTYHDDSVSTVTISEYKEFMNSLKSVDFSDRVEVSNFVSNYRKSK
dFosB activator: enhances mouse delta FosB homodimer DNA binding. purified delta FosB, TAMRA-CDK5 oligo fluorescence polarization; percent of positive-control signal above neutral wells. activation, % at 25 µM. 0.99% of 340,000 active. AID 493131;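 active = mean activation above about 17%, with every replicate also reaching it, limit read from the data, passing the limit was not always enough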;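 note: fluorescence polarization rise as delta FosB binds a TAMRA Cdk5 AP-1 oligo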
PfHsp90 set2: inhibits growth of yeast expressing Plasmodium falciparum Hsp90 | S. cerevisiae expressing PfHsp90, BacTiter-Glo ATP, 48 h; yeast lacking PDR1 and PDR3 efflux regulators | inhibition, % at 9.4 µM | 0.32% of 310,000 active | AID 504621;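 active = every replicate shows inhibition above about 80%, whatever the replicate mean, limit read from the data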;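 note: 0% = DMSO neutral controls and 100% = 20 µM radicicol positive controls; yeast relying on Plasmodium falciparum Hsp90 in place of its own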
PvdQ inh: blocks Pseudomonas aeruginosa PvdQ acylase activity | purified PvdQ acylase, fluorescence plate reader | inhibition, % at 10 µM | 0.063% of 340,000 active; in the data active = inhibition above about 30%, passing the limit was not always enough;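 note: 0% = vehicle neutral wells and 100% = reference inhibitor wells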
NSD2 inh: blocks human histone methyltransferase NSD2. inhibition, % at 12.5 µM. 0.54% of 310,000 active. NSD2 peptide methylation, AlphaScreen, 120 min. O96028; in the data active = inhibition above about 50%
Mot1-301 SUMO: SUMOylation pathway inhibition by Mot1-301 growth rescue | S. cerevisiae Mot1-301 growth rescue, ATP luminescence, 38.5C; percent above DMSO median, 100 means doubled | growth rescue, % at 18.8 µM | 1% of 320,000 active;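 active = every valid replicate shows activation above 250% relative to neutral control wells; inactive = the rest, any valid replicate at or below 250%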;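 note: OY570 slx delta 5 strain wells were the positive control but not used for scaling; some compounds called inactive have numbers as strong as hits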
LANA DNA inh: inhibitors of KSHV LANA C-terminal domain DNA binding; MBP-C-LANA/FAM-LBS DNA binding, fluorescence polarization; inhibition, % at 9 µM; 0.078% of 340,000 active; AID 504423;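 active = highest replicate inhibition at or above 60% at 9 µM, even if other replicates fall short; inactive = all replicates below 60% inhibition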;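 note: 0% = neutral control wells and 100% = 4 µM acridine orange control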
RTF Ca sens act: cardiac RTF calcium sensitization | P19429+P45379 | IANBD-labeled TnC RTF fluorescence at EC20 calcium; 0% EC20 calcium, 100% full calcium | activation, % at 7.2 µM | 0.24% of 340,000 active | AID 493008;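 active = activation above the mean over all tested compounds plus 3 SD, cut at about 30% in these data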;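 note: rise in fluorescence read as greater calcium sensitivity of cardiac thin filaments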
Keap1-Nrf2 PPI: inhibitors of human Keap1-Nrf2 protein-protein interaction | Q14145 | Keap1 Kelch-Nrf2 peptide fluorescence polarization, 1536-well | inhibition, % at 9.4 µM | 0.15% of 340,000 active | AID 504523; in the data active = inhibition above about 12%;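 note: human Keap1 Kelch domain with fluorescein labeled Nrf2 9mer peptide probe; 0% = neutral control wells and 100% = peptide positive control; higher means more block of Keap1 binding to Nrf2 peptide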
RTF Ca sens inh: cardiac RTF calcium desensitization. IANBD-labeled cardiac RTF, Ca2+ fluorescence. inhibition, % at 7.15 µM. 0.12% of 340,000 active;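 active = inhibition above the mean inhibition of all tested compounds plus 3 SD, cut at about 17% in these data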;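 note: assay run at fixed EC70 calcium of 1.6 mM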
CDK5 inh: inhibitors of human CDK5/p35 kinase. inhibition, % at 10 µM. Recombinant CDK5/p35, ADP-Glo luminescence, 60 min. 0.01% of 330,000 active. AID 488839;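 active = highest replicate inhibition of at least 50% and at least 75% of replicates reaching 50%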;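 note: plate controls were DMSO neutral control for no effect and GW8510 at 10 µM for full effect; many of its hits are not listed in these tables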
Target sequence (Q00535 whole entry, looked up): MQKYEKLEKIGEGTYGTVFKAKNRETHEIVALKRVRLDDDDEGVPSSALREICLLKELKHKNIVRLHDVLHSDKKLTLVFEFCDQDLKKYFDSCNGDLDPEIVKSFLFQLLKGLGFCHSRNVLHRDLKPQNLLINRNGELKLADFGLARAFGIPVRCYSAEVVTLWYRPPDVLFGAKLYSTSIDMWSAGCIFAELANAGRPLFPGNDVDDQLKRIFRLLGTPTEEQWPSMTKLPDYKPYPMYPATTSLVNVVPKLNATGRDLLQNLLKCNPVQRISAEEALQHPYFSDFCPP
Target sequence (Q15078 whole entry, looked up): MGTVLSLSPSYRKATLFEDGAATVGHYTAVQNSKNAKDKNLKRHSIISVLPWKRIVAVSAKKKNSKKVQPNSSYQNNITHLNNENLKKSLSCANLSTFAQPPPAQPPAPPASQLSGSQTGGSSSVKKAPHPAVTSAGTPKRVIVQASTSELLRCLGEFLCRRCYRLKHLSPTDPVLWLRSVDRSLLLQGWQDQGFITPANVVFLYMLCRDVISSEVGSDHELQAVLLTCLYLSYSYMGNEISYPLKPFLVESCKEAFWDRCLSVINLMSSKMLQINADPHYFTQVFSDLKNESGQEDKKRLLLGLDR
Active calls of the source: *; x = no result given.

SMILES | Rtt109 Vps75 | dFosB activator | PfHsp90 set2 | PvdQ inh | NSD2 inh | Mot1-301 SUMO | LANA DNA inh | RTF Ca sens act | Keap1-Nrf2 PPI | RTF Ca sens inh | CDK5 inh
COc1ccc(-n2c(SCC(=O)Nc3cccc(C(=O)O)c3)nnc2-c2ccco2)cc1 | 3 | -6 | 23 | -14 | -5 | -23 | -0.7 | -2 | 2 | 8 | -0.4
COc1ccc(CCN2C(=O)NC(NS(=O)(=O)c3ccc(NC(C)=O)cc3)(C(F)(F)F)C2=O)cc1OC (centres undefined) | 1 | 6 | -3 | 15 | -3 | -10 | 0.0 | -6 | -1 | 4 | -1.0
Nc1cc(-c2ccc(Cl)cc2)nn1-c1ccccc1 | -3 | -7 | x | -5 | -3 | 21 | -0.2 | 5 | 0 | -15 | -1.0
O=C(O)C(c1ccccc1)C1(O)CC2CCC1C2 (centres undefined) | 5 | -4 | 50 | -23 | 0 | x | -1.7 | 1 | -9 | -9 | -2.2
Cc1cc(C)n(-c2nc3c(c(=O)[nH]c(=O)n3C)n2C)n1 | -4 | -5 | -3 | 2 | -2 | x | 1.1 | -10 | -2 | 10 | 1.4
O=c1cc(SCc2ccccc2)nc[nH]1 | -29 | -5 | x | -21 | -5 | x | -1.9 | 0 | -8 | 2 | 0.1
CCOC(=O)C1C(=O)CC(C)(O)C(C(=O)OCC)C1c1cccc(OC)c1 (centres undefined) | 4 | -8 | 2 | -8 | -1 | -3 | 0.1 | -1 | -5 | -3 | 0.7
Cc1cc(C)c(C)c(S(=O)(=O)Nc2ccccc2C(=O)NCCCN2CCOCC2)c1C | -1 | 2 | -17 | -9 | 1 | -3 | 0.0 | 3 | -1 | -3 | 0.3
COc1ccccc1-n1cnnc1SCC(=O)Nc1ncc(Cl)cc1Cl | 4 | -6 | -16 | -20 | 0 | 386 | 1.6 | 3 | -6 | 5 | -2.0
CC(Oc1cccnc1[N+](=O)[O-])C(=O)Nc1ccc(Cl)cn1 (centres undefined) | 4 | 0 | 28 | -4 | 0 | -13 | 1.6 | -3 | -5 | -7 | -2.8
CCOc1cc(CNc2ccccc2)cc(Br)c1OCc1ccccc1F | 1 | -3 | 66 | -2 | 7 | 6 | 2.8 | -6 | -3 | 10 | -1.1
CCOc1ncccc1C(=O)NCCc1ccc(OC)cc1 | -5 | -5 | -21 | -16 | -1 | 7 | 0.5 | 8 | -4 | -4 | 0.4
CC1CCN(C(=O)c2ccc(N3C(=O)c4ccccc4C3=O)cc2)CC1 | 2 | -7 | -8 | 0 | -1 | 3 | -4.4 | -1 | -6 | -6 | -1.4
CCC1CCCCN1C(=O)CSc1nnc(-c2ccc(Cl)cc2)o1 (centres undefined) | -4 | -8 | x | -11 | x | 0 | -1.0 | 5 | -1 | -3 | 0.0
Cc1cccc(C(=O)OCC(=O)NC23CC4CC(CC(C4)C2)C3)c1O | 7 | 0 | 0 | 2 | 0 | 36 | 16 | -10 | 0 | 3 | -1.4
CCC(C)NC(=O)c1cc(-c2ccc(OC)cc2)on1 (centres undefined) | -7 | 6 | x | -6 | -3 | x | 0.1 | 0 | -2 | -1 | -1.9
COc1cc(NC(=O)CSc2nc3ccccc3c(=O)n2C)ccc1NC(=O)c1ccco1 | 1 | 3 | 36 | -6 | 1 | 15 | 0.1 | 10 | -5 | -3 | -4.1
COc1ccccc1NS(=O)(=O)c1cccc(C(=O)NN)c1 | -4 | 1 | 10 | 6 | 0 | -9 | 0.6 | -7 | 0 | 6 | 2.3
COC(=O)C1=C(CCc2ccccc2)NC(=O)NC1c1ccc(Br)cc1 (centres undefined) | 0 | -6 | -9 | -12 | x | -23 | 1.0 | 0 | 0 | -1 | -1.6
COc1cccc(C(=O)NNc2c3ccccc3nc3ccccc23)c1 | 2 | 1 | 12 | 3 | 29 | 80 | -1.5 | -9 | -3 | 6 | 1.4
CCN(CC(=O)Nc1c(F)cccc1F)C(=O)Cc1ccsc1 | 27 | -4 | 14 | 9 | 5 | 0 | -0.7 | 1 | -3 | -9 | -1.6
O=C(CCn1c(=O)[nH]c2ccsc2c1=O)N1CCN(c2ccc([N+](=O)[O-])cc2)CC1 | 21 | -6 | 9 | -8 | -8 | 62 | -0.4 | 8 | -3 | 1 | -10
Cc1ccc(CNC(=O)Cn2cccc2C(=O)c2ccccc2)cc1 | -2 | 6 | -14 | 6 | -4 | 21 | 1.1 | -6 | -1 | 6 | -0.4
Cn1cc(-c2nnc(-c3ccccc3)o2)c2ccccc21 | -4 | 2 | 0 | -9 | -3 | -2 | -0.9 | -5 | 0 | 9 | 0.3
CCOC(=O)c1sc(NC(=O)/C=C/c2c(F)cccc2Cl)nc1C | 4 | -16 | 10 | -16 | 0 | 1 | 1.3 | 2 | 0 | -11 | -0.5
CCOC(=O)C1=C(NC(=S)NC(=O)c2ccccc2)c2ccccc2CC1C(C)C (centres undefined) | 1 | -13 | 12 | -9 | 0 | 24 | -0.7 | 9 | -3 | -4 | 0.7
COc1ccc(-c2cc(C(=O)Nc3sc4c(c3C#N)CCCC4)c3ccccc3n2)cc1OC | 0 | 12 | 0 | 0 | -1 | 53 | 0.8 | -4 | 1 | 2 | -0.5
Cc1ccc(-c2ccc(=O)n(Cc3c(F)cccc3Cl)n2)cc1 | -7 | -5 | -9 | 8 | 3 | 4 | 0.1 | -4 | 0 | 8 | -0.1
COc1cc2cc(CN(Cc3nnnn3Cc3ccco3)C3CCCCC3)c(=O)[nH]c2cc1OC | -4 | -3 | 5 | -21 | 3 | 1 | 6.4 | 9 | -8 | -8 | -6.1
Clc1ccc2c(c1)C(N1CCNCC1)=Nc1ccccc1O2 | 18 | -4 | 4 | -11 | x | -12 | -0.1 | 3 | -5 | 4 | 1.4
O=C(O)C(Cc1ccc(OS(=O)(=O)Cc2ccccc2)cc1)NS(=O)(=O)Cc1ccccc1 (centres undefined) | -2 | -10 | x | 7 | 6 | x | 1.9 | -7 | -2 | 4 | 0.7
O=C(COC(=O)c1ccc(S(=O)(=O)N2CCCC2)cc1)NCc1ccc(Cl)cc1 | -3 | -3 | -11 | 4 | 6 | 1 | -1.3 | -7 | 0 | -12 | 0.3
Cc1nn(CC(=O)NCc2ccccc2F)c(C)c1[N+](=O)[O-] | 1 | -9 | -8 | -9 | 1 | 14 | -0.7 | -6 | 0 | -14 | 0.9
Cc1cc(C(=O)CSc2nnc3ccccn23)c(C)n1-c1ccccc1 | -6 | -3 | 10 | -3 | 5 | 6 | 0.4 | -1 | -4 | 0 | -5.3
Cc1occc1C(=O)NC(C)c1ccc2c(c1)OCO2 (centres undefined) | 0 | -5 | 11 | -8 | 41 | 96 | 1.5 | 3 | -3 | -7 | 0.8
Cc1c(NC(=O)c2ccc(Br)o2)cccc1C(=O)O | 0 | -2 | 7 | 0 | -3 | -2 | -1.4 | -2 | -3 | 3 | -1.1
Cc1ccc(Cl)cc1NC(=O)C1C2CCC(O2)C1C(=O)O (centres undefined) | 0 | 3 | 4 | -8 | 3 | 64 | -1.2 | 3 | -3 | -1 | 0.2
CCOC(=O)NC(=O)/C(C#N)=N/Nc1ccc(F)cc1 | 12 | 4 | x | 6 | -1 | -17 | 1.8 | 6 | -1 | -2 | 0.0
CCN(C(=O)CSc1nnc(SC)s1)c1c(N)n(Cc2ccccc2)c(=O)[nH]c1=O | 3 | -11 | 15 | -6 | 0 | 3 | 0.8 | 3 | -3 | -9 | 0.0
Cc1cc(NC(=O)NCC(F)(F)F)no1 | 0 | 0 | -6 | -16 | -4 | -9 | 0.5 | 10 | -3 | -3 | -0.2
CC1CCN(C(=S)c2ccc(-c3ccc(Cl)cc3Cl)o2)CC1 | 0 | -2 | -7 | 1 | -1 | 154 | 1.7 | -4 | -2 | 5 | 0.9
O=C(NCc1ccccc1)C1=C[C@H](c2ccc(C(F)(F)F)cc2)C[C@H](OCCCCO)O1 | -5 | 1 | 1 | 4 | x | 1 | -1.5 | -4 | -7 | 2 | -0.5
CC(=O)NS(=O)(=O)c1ccc(NC(=O)c2ccc3c(c2)OCO3)cc1 | 2 | 5 | -9 | -17 | 0 | x | 5.4 | -3 | 0 | -5 | 0.8
COc1ccc(C(CNC(=O)c2ccc(-c3nc4ccccc4s3)o2)N2CCCC2)cc1 (centres undefined) | -6 | -18 | -14 | -8 | 3 | 154 | 4.5 | -6 | -7 | 1 | -2.9
O=C(COCC(=O)Nc1cccc(C(F)(F)F)c1)Nc1cccc(C(F)(F)F)c1 | -4 | -12 | -14 | -10 | -2 | -8 | 1.6 | -2 | -1 | 2 | 0.0
Cn1c2c(c(=O)n(C)c1=O)C(NC(=O)c1cccs1)(C(F)(F)F)C(=O)N2 (centres undefined) | -12 | -5 | -6 | -1 | 21 | -1 | 0.4 | 1 | -2 | 5 | -0.4
COc1ccc(N(C(C)=O)c2nc3ccccc3[nH]2)cc1 | 4 | 1 | 1 | 1 | 1 | -4 | -1.3 | -6 | -2 | -4 | 1.4
O=C(NC(N1CCOCC1)C(Cl)(Cl)Cl)c1ccco1 (centres undefined) | -2 | 2 | 21 | -5 | 5 | -17 | 1.2 | x | -1 | x | 0.5
CCOC(=O)Cc1nnc(NC(=O)C(CC)Sc2nc(C)cc(=O)[nH]2)s1 (centres undefined) | -8 | -10 | 4 | -9 | x | -8 | 0.1 | 6 | -2 | -14 | -0.5
Cc1[nH]c2ccccc2c1-c1csc(NC(=O)CSCCO)n1 | 1 | 5 | -6 | -4 | 1 | x | 0.4 | -2 | 4 | 5 | 0.9
COc1cc(C(=O)OCC(=O)Nc2ccc(F)cc2F)cc(OC)c1OC | -13 | -5 | x | -3 | 3 | -9 | -0.1 | -1 | -1 | -7 | -1.7
CCN(CC)C(=O)C[n+]1cccc(/C=N/O)c1 | 3 | -4 | -2 | 2 | 1 | -4 | 1.1 | -4 | -1 | 0 | -0.3

Five of the compounds above, with two lines to a compound:
Below each SMILES – Rtt109 Vps75 | dFosB activator | PfHsp90 set2 | PvdQ inh | NSD2 inh | Mot1-301 SUMO | LANA DNA inh | RTF Ca sens act | Keap1-Nrf2 PPI | RTF Ca sens inh | CDK5 inh
COc1cc(C(=O)OCC(=O)Nc2ccc(F)cc2F)cc(OC)c1OC
  -13 | -5 | x | -3 | 3 | -9 | -0.1 | -1 | -1 | -7 | -1.7
CCOC(=O)Cc1nnc(NC(=O)C(CC)Sc2nc(C)cc(=O)[nH]2)s1 (centres undefined)
  -8 | -10 | 4 | -9 | x | -8 | 0.1 | 6 | -2 | -14 | -0.5
COc1ccc(C(CNC(=O)c2ccc(-c3nc4ccccc4s3)o2)N2CCCC2)cc1 (centres undefined)
  -6 | -18 | -14 | -8 | 3 | 154 | 4.5 | -6 | -7 | 1 | -2.9
COc1ccc(N(C(C)=O)c2nc3ccccc3[nH]2)cc1
  4 | 1 | 1 | 1 | 1 | -4 | -1.3 | -6 | -2 | -4 | 1.4
O=C(NC(N1CCOCC1)C(Cl)(Cl)Cl)c1ccco1 (centres undefined)
  -2 | 2 | 21 | -5 | 5 | -17 | 1.2 | x | -1 | x | 0.5
